# Bioassay records deposited in PubChem BioAssay by Sanford-Burnham Center for Chemical Genomics.
# MKP-3 inhibition: MKP-3 phosphatase inhibitors, primary screen, biochemical, rat enzyme, in vitro (AID 425). recombinant MKP-3 phosphatase activity, fluorescence; higher % means a stronger effect. inhibition, % at 20 µM; hits with a dose series show IC50 in µM. 0.17% of 110,000 active; in the data active = inhibition above about 50%;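 also: plate controls were vehicle for no effect and reference inhibitor for full effect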
# Hsp70 displacement: Hsp70 inhibitors, probe displacement, primary screen, biochemical, fluorescence polarization (AID 583) | displacement, % at 20 µM, or IC50 in µM where a hit was titrated | Hsp70 fluorescence polarization probe displacement, mP; higher % means a stronger effect | 0.06% of 140,000 active; in the data active = displacement above about 50%;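 also: plate controls were vehicle for no effect and reference ligand for full effect; a part of the inactive calls stands beside numbers as strong as those of hits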
# * = called active by the depositor; x = no result given; & = joins results of further samples.
1. O=C(c1ccco1)N1CCN(C(=O)c2nn3cccnc3c2Cl)CC1
  MKP-3 inhibition = x | Hsp70 displacement = 2.3%
2. N#Cc1ccc(C2N(Cc3ccccc3)CCN2Cc2ccccc2)cc1
  MKP-3 inhibition = 0% | Hsp70 displacement = -0.5%
3. COc1ccc(OC)c(NC(=O)C2CCN(S(=O)(=O)c3c(C)noc3C)CC2)c1
  MKP-3 inhibition = 8% | Hsp70 displacement = x
4. Cn1c(CN2CCCCC2)nc2cc(NC(=O)c3ccccc3Cl)ccc21
  MKP-3 inhibition = x | Hsp70 displacement = 8.1%
5. Nc1nc2nc(-c3ccc(Cl)cc3)cc(C(F)(F)F)n2n1
  MKP-3 inhibition = x | Hsp70 displacement = -0.9%
6. O=C(NC(Cc1c[nH]c2ccccc12)C(=O)O)/C(=C/c1ccco1)NC(=O)c1ccccc1 (configuration not stated)
  MKP-3 inhibition = 3% | Hsp70 displacement = -2.4%
7. COc1ccccc1N1CCN(C(=O)c2cc(-c3ccc4c(c3)OCO4)on2)CC1
  MKP-3 inhibition = 7% | Hsp70 displacement = 11%
8. CCCCCCc1nc2c(=O)[nH]c3ccccc3c2o1
  MKP-3 inhibition = -6% | Hsp70 displacement = 1.4%
9. CCN1CC2=C(OC(N)=C(C#N)C2c2cccs2)/C(=C/c2cccs2)C1 (configuration not stated)
  MKP-3 inhibition = -1% | Hsp70 displacement = -4.5%
10. COc1ccc(CCNC(=O)c2ccccc2[N+](=O)[O-])cc1
  MKP-3 inhibition = 4% | Hsp70 displacement = -5.2%

11. COc1cccc2c(=O)c3c(cnn3C)n(C)c12
  MKP-3 inhibition = -8% | Hsp70 displacement = -6.2%
12. O=c1[nH]c2ccccc2nc1N1CCOCC1
  MKP-3 inhibition = x | Hsp70 displacement = 1.0%
13. O=C(/C=C/Nc1ccccc1F)c1ccccc1
  MKP-3 inhibition = 4% | Hsp70 displacement = -0.4%
14. COc1ccc(Nc2ncnc3c2cnn3-c2cccc(C)c2)cc1OC
  MKP-3 inhibition = 2% | Hsp70 displacement = -0.9%
15. O=C(N=Nc1c(O)n(CN2CCCCC2)c2ccc(Br)cc12)c1ccncc1
  MKP-3 inhibition = 1% | Hsp70 displacement = -2.3%
16. CCC1(C)Cc2c(sc3nc(NN)n(C)c(=O)c23)CO1 (configuration not stated)
  MKP-3 inhibition = x | Hsp70 displacement = -1.7%
17. Clc1ccc(-c2nc(N3CCOCC3)c3ccccc3n2)cc1Cl
  MKP-3 inhibition = 1% | Hsp70 displacement = 3.2%
18. CC1CN(C(=O)c2scc3c2OCCO3)CC(C)O1 (configuration not stated)
  MKP-3 inhibition = 0% | Hsp70 displacement = -0.1%
19. CC(=NCc1ccccc1)c1c(C)[nH]n(-c2nc3ccccc3s2)c1=O
  MKP-3 inhibition = -2% | Hsp70 displacement = -1.8%
20. Cc1cc2c(cc1C)NC(CC(=O)Nc1ccc([N+](=O)[O-])cc1)C(=O)N2 (configuration not stated)
  MKP-3 inhibition = 4% | Hsp70 displacement = -2.2%

# 2 of the compounds above, with values under each structure:
# Results follow in this order: MKP-3 inhibition, Hsp70 displacement
[16] CCC1(C)Cc2c(sc3nc(NN)n(C)c(=O)c23)CO1 (configuration not stated)
 : x, -1.7%
[17] Clc1ccc(-c2nc(N3CCOCC3)c3ccccc3n2)cc1Cl
 : 1%, 3.2%

# Some of these compounds in order of their number in Hsp70 displacement, low to high.
No. | SMILES | Hsp70 displacement
11 | COc1cccc2c(=O)c3c(cnn3C)n(C)c12 | -6.2%
5 | Nc1nc2nc(-c3ccc(Cl)cc3)cc(C(F)(F)F)n2n1 | -0.9%
2 | N#Cc1ccc(C2N(Cc3ccccc3)CCN2Cc2ccccc2)cc1 | -0.5%
18 | CC1CN(C(=O)c2scc3c2OCCO3)CC(C)O1 (configuration not stated) | -0.1%
8 | CCCCCCc1nc2c(=O)[nH]c3ccccc3c2o1 | 1.4%
17 | Clc1ccc(-c2nc(N3CCOCC3)c3ccccc3n2)cc1Cl | 3.2%

# Following part
21. CCOc1ccc(OCCOc2ncnc3ccccc23)cc1
  MKP-3 inhibition = x | Hsp70 displacement = -0.7%
22. CC1=C(C(=O)NCc2ccccc2)C(c2ccc(C)o2)n2ncnc2N1 (configuration not stated)
  MKP-3 inhibition = -10% | Hsp70 displacement = -0.2%
23. O=C(NC(=S)Nc1ccc2oc(-c3cccc4ccccc34)nc2c1)c1ccco1
  MKP-3 inhibition = 2% | Hsp70 displacement = 2.2%
24. COc1cc(NC(=O)c2ccccc2Cl)c(OC)cc1NC(=O)CN1CCOCC1
  MKP-3 inhibition = -5% | Hsp70 displacement = -2.4%
25. Cc1cc(Cl)ccc1NC(=O)C(=O)N/N=C/c1cccs1
  MKP-3 inhibition = -2% | Hsp70 displacement = -1.5%
26. COc1ccc2c(c1)c(=O)oc1cc(OCC(=O)N3CCCC(C)C3)ccc12 (configuration not stated)
  MKP-3 inhibition = -12% | Hsp70 displacement = 0.8%
27. Cc1ccc(N2C(=O)/C(=C/c3ccc(OCc4cccc(C(=O)O)c4)cc3)C(=O)NC2=S)cc1
  MKP-3 inhibition = 2% | Hsp70 displacement = -1.7%
28. CC(=O)Nc1ccc(NC(=O)CCCCCN2C(=O)c3ccccc3C2=O)cc1
  MKP-3 inhibition = x | Hsp70 displacement = -0.3%
29. COc1cc(C=O)ccc1OC(C)c1ccccc1 (configuration not stated)
  MKP-3 inhibition = -1% | Hsp70 displacement = 5.1%
30. Cc1ccccc1Nc1nc(-c2cc3ccccc3oc2=O)cs1
  MKP-3 inhibition = -1% | Hsp70 displacement = 0.4%

# Whole records as entered above:
# COc1ccc(CCNC(=O)c2ccccc2[N+](=O)[O-])cc1 as listed: MKP-3 inhibition = 4%; Hsp70 displacement = -5.2%
# O=C(N=Nc1c(O)n(CN2CCCCC2)c2ccc(Br)cc12)c1ccncc1 as listed: MKP-3 inhibition = 1%; Hsp70 displacement = -2.3%

# More results.
31. CN(C)c1cccc(C(=O)Nc2ccc(F)c(Cl)c2)c1
  MKP-3 inhibition = 3% | Hsp70 displacement = 2.1%
32. O=C(CN1C(=O)C2C3C=CC(C3)C2C1=O)Nc1ccc2c(c1)OCCO2 (configuration not stated)
  MKP-3 inhibition = -13% | Hsp70 displacement = -1.2%
33. O=C(Nc1cc(S(=O)(=O)N2CCCC2)ccc1Cl)C1=COCCO1
  MKP-3 inhibition = x | Hsp70 displacement = 3.0%
34. Cc1ccc(Cl)c(OCCNC(C)(C)C)c1
  MKP-3 inhibition = 3% | Hsp70 displacement = -1.6%
35. CCOC(=O)COc1ccc2cc(C(=O)OCC)c(=O)oc2c1
  MKP-3 inhibition = -6% | Hsp70 displacement = 0.3%
36. COC(CNC(=O)C1CC(=O)N(CCc2ccccc2)C1)OC (configuration not stated)
  MKP-3 inhibition = x | Hsp70 displacement = -2.2%
37. Cc1ccc(C(=O)CSc2ncn[nH]2)cc1
  MKP-3 inhibition = -15%&-1% | Hsp70 displacement = 7.0%&2.5%
38. Cc1cc[n+](CC(=O)c2cccs2)cc1
  MKP-3 inhibition = x | Hsp70 displacement = 0.8%
39. Cc1nc2sc(C(c3ccccc3)N3CCOCC3)c(O)n2n1 (configuration not stated)
  MKP-3 inhibition = x | Hsp70 displacement = -3.3%
40. O=C1/C(=C\c2ccco2)SC(=S)N1Cc1ccccc1
  MKP-3 inhibition = 2% | Hsp70 displacement = 5.9%

41. O=C(Oc1ccc(I)cc1)c1cccs1
  MKP-3 inhibition = -3% | Hsp70 displacement = -2.8%
42. O=C1/C(=C/c2cccs2)SC(=S)N1c1cccc(O)c1
  MKP-3 inhibition = 1% | Hsp70 displacement = 2.9%
43. Cc1ccc(S(=O)(=O)N2CCN(C(=O)c3cc4c(C)nn(-c5ccccc5)c4s3)CC2)cc1
  MKP-3 inhibition = x | Hsp70 displacement = -1.0%
44. O=C(c1cc2ccccc2oc1=O)N1CCCN(C(=O)c2cc3ccccc3oc2=O)CC1
  MKP-3 inhibition = 3% | Hsp70 displacement = 0.0%
45. CCCOc1cccc(C(=O)Nc2ccc(I)cc2Cl)c1
  MKP-3 inhibition = 3% | Hsp70 displacement = 0.3%
46. COc1ccc(CCn2c(N3CCN(Cc4ccccc4)CC3)nc3c2c(=O)[nH]c(=O)n3C)cc1
  MKP-3 inhibition = -3% | Hsp70 displacement = -1.3%
47. Cc1cc(N)n2ncc(-c3ccccc3)c2n1
  MKP-3 inhibition = 2% | Hsp70 displacement = -1.2%
48. CN1[C@@H]2CC(OC(=O)[C@H](CO)c3ccccc3)C[C@H]1[C@@H]1O[C@@H]12 (some centres not stated)
  MKP-3 inhibition = -5% | Hsp70 displacement = 6.3%
49. O=C(Nc1ccc(Cl)cc1)N1CCSCC1
  MKP-3 inhibition = -6% | Hsp70 displacement = -2.2%

# Some of the compounds tested; the hit share may differ from the screen's.
